12-LOX inh = Primary qHTS assay for inhibitors of human arachidonate 12S-lipoxygenase (ALOX12): Round 2; purified 12hLO, xylenol orange hydroperoxide absorbance; Potency, µM (titrated, usually from 108 µM), for the others: top-dose activity change, negative = inhibition, hits mostly inhibitors; 580,000 tested, 1.1% active; also: potency is read from the fitted curve at half-maximal effect; % is scaled to controls: 0 for no effect and ±100 for the full control effect
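Purified human 12hLO at 150 nM in 25 mM Hepes, 0.01% Triton X-100, pH 7.0, preincubated 15 min at room temperature with compound. Reaction started with 40 uM arachidonic acid, 30 min at room temperature. Hydroperoxide measured by Fe-xylenol orange, 573/405 nm absorbance ratio.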
ERG Ets-DNA blk = qHTS for Small Molecule Inhibitors of the ERG Ets/DNA interaction. fluorescence polarization, His-ERG Ets domain / labelled DNA. Potency, µM (series often up to 76.9 µM), inactives show at the top dose FP activity, negative = inhibition, actives largely listed as inhibitors. 370,000 tested, 0.028% active. AID 624246, 2012; active = well fitted inhibition curve with a large enough effect in the polarisation, with a control signal flat; inconclusive = small, poorly fitted or top-dose-only effect, or effect the other way, or a change in a side signal; inactive = no such curve, though single readings can be large or run the other way; the % refers to the polarisation;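 also: polarization taken with two DNA probes labelled with fluorescein and Texas red; potency is read from the fitted curve at half-maximal effect; % of control where 0% means no effect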
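His-tagged ERG Ets domain (1 uM in the protein solution; 300mM KCl, 50mM Tris-HCl, 1mM EDTA, 1mM DTT, pH 7.5) received compound, then a probe mix of 5 nM fluorescein-DNA and 100nM Texas-615-DNA. Fluorescence polarization was read for both dyes.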
JMJD2A Tudor inh = qHTS Assay for Inhibitors of JMJD2A-Tudor Domain; Lysine-specific demethylase 4A (Homo sapiens), O75164; AlphaScreen JMJD2A-Tudor / H3K4me3 peptide binding; Potency, µM (series often up to 114 µM), for the others: top-dose activity change, negative = inhibition, hits mostly inhibitors; 390,000 tested, 4.4% active; AID 504339, 2011; also: potency is read from the fitted curve at half-maximal effect; % is scaled to controls: 0 for no effect and ±100 for the full control effect; nearly all actives have a fitted effect of over 50% in size
RGS4 inh = Inhibitors of Regulator of G Protein Signaling (RGS) 4: qHTS; Regulator of G-protein signaling 4 (Homo sapiens), P49798; Transcreener GDP fluorescence polarization, RGS4-accelerated GTP hydrolysis; Potency, µM (top dose mostly 114 µM), for inactives: top-dose activity change, negative = inhibition, actives largely listed as inhibitors; 390,000 tested, 0.039% active; also: potency is read from the fitted curve at half-maximal effect; % is scaled to controls: 0 for no effect and ±100 for the full control effect; nearly all actives have a fitted effect of over 75% in size; some results filed as inactive show a strong effect at the top dose
Target sequence (P49798 whole entry, looked up): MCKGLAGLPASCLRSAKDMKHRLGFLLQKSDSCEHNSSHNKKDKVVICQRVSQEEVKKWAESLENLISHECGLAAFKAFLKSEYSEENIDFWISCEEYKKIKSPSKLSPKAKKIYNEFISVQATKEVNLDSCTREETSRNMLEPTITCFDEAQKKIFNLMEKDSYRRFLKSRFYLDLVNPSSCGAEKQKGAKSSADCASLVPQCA
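MLSMR compounds (23 nl, pin-transferred) preincubated 10 min at room temperature with a 500nM (2x) first reagent, then RGS4 at 900nM (2x) plus Transcreener GDP mix added; fluorescence polarization (620/688 nm) read before and after 90 min at 30 °C.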
G9a block = qHTS Assay for Inhibitors of Histone Lysine Methyltransferase G9a | G9a H3K9 monomethylation, AlphaScreen, 2 h | Histone-lysine N-methyltransferase EHMT2 (Homo sapiens), Q96KQ7 | AID 504332, 2011 | 350,000 tested, 8.8% active | Potency, µM (doses to about 102 µM), for the others: top-dose activity, negative = inhibition, hits mostly inhibitors; also: potency is read from the fitted curve at half-maximal effect; % is scaled to controls: 0 for no effect and ±100 for the full control effect; nearly all actives have a fitted effect of over 75% in size
Target sequence (Q96KQ7 913-1193 limits assumed): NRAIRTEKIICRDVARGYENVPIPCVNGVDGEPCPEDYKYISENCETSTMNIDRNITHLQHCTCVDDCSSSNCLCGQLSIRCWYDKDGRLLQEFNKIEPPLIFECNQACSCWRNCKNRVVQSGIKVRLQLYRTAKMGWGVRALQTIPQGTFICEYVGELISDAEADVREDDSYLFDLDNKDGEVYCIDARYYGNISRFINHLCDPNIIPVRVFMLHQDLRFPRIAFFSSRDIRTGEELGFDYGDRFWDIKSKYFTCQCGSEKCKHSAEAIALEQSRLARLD
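Readings reflect AlphaScreen signal from monomethyl-H3K9 antibody detection. HMT at 20 nM; substrate b-H3K9 500 nM; cofactor SAM 20 uM; 2 h RT reaction; compounds tested as titrations in qHTS with 15 min preincubation.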
GLS inhibitor = qHTS for Inhibitors of Glutaminase (GLS) | GLS enzymatic activity, qHTS titration | 410,000 tested, 0.21% active | Potency, µM (doses to about 45.5 µM), for inactives: at the highest dose activity change, negative = inhibition, usual class: inhibitors | Glutaminase kidney isoform, mitochondrial (Homo sapiens), O94925; also: potency is read from the fitted curve at half-maximal effect; % is scaled to controls: 0 for no effect and ±100 for the full control effect
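hKGA in 45 mM KH2PO4 pH 8.2, 0.02% Tween-20 with pin-transferred compounds; 1 mM L-glutamine (stock) plus glutamate oxidase/HRP/Amplex Red coupling added. Fluorescence read initially and after 30 min at RT.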
PI4K2A inh = qHTS for small molecular inhibitors of PI4K2A; activity change, negative = inhibition, % at 76.9 µM; 420,000 tested, 0.13% active; Phosphatidylinositol 4-kinase type 2-alpha (Homo sapiens), Q9BTU6; purified PI4K2A, ADP-Glo luminescence, 1 h; stronger effect = lower value; in the data active = activity change below about -50%; inconclusive = mostly about -30% to -49%;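 also: -100% = wells without enzyme as full effect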
Target sequence (Q9BTU6 whole entry, looked up): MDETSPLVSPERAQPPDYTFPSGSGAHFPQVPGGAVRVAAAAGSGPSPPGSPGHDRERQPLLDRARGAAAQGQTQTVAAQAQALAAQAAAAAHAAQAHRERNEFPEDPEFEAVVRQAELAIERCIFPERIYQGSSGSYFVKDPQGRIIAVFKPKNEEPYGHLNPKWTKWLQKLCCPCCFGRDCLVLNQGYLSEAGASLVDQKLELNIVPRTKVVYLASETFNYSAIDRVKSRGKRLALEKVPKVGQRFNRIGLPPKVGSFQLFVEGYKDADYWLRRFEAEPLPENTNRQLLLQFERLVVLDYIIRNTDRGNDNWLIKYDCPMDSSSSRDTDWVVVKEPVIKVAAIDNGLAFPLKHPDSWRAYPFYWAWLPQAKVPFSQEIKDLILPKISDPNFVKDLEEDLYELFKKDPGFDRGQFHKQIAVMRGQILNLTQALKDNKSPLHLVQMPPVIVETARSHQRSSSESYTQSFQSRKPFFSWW
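Compounds are screened against recombinant PI4K2A using PI as substrate and ATP, the latter dispensed at 300 microM. Reactions run one hour at ambient temperature before ADP-Glo detection; full inhibition defined by wells lacking enzyme.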
HP1b chromo inh = HTS for Inhibitors of HP1-beta Chromodomain Interactions with Methylated Histone Tails; AlphaScreen HP1-beta / biotin-H3K9me3 peptide binding; 390,000 tested, 0.56% active; Potency, µM (series often up to 114 µM), for the others: at the top dose activity change, negative = inhibition, most hits filed as inhibitors; also: potency is read from the fitted curve at half-maximal effect; nearly all actives have a fitted effect of over 70% in size; inactives centre near 23
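HP1-beta protein (50 nM final) preincubated 30 min at room temperature with biotinylated H3(1-18)K9me3 peptide (50 nM) in PBS pH 7.4, 0.01% Tween-20, then compound added for 30 min. AlphaScreen streptavidin donor/nickel chelate acceptor beads (10 ug/mL final), 30 min dark, luminescence read.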
BAZ2B block = qHTS Assay for Inhibitors of BAZ2B | Bromodomain adjacent to zinc finger domain protein 2B (Homo sapiens), Q9UIF8 | AlphaScreen BAZ2B-H3K14Ac peptide displacement | Potency, µM (highest dose often 114 µM), for inactives: at the top dose activity change, negative = inhibition, hits mostly inhibitors | 360,000 tested, 4.4% active; also: potency is read from the fitted curve at half-maximal effect; % is scaled to controls: 0 for no effect and ±100 for the full control effect; nearly all actives have a fitted effect of over 60% in size
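Protein-peptide AlphaScreen: BAZ2B 50 nM, b-H3K14Ac 50 nM, 1x PBS pH 7.4 + 0.01% Tween-20. Preincubation 30 min RT; cpd 30 min RT (top 110 uM); beads 20 min RT, light-protected.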
Starred values were filed as active, the others as inactive; ? = inconclusive; / = no result given; & = joins results of further samples; [ ] = remark or other dose. Unless noted, calls follow the shape of the dose curve; as a rule, active = well fitted curve in the direction sought with a large enough effect; inconclusive = small, poorly fitted or top-dose-only effect, or another doubt; inactive = no such curve, though single readings can be large; an effect the other way counts as inactive or inconclusive. An excerpt; rates above refer to the full screens.

The opening two records (preview)
molecule	JMJD2A Tudor inh	ERG Ets-DNA blk	PI4K2A inh	HP1b chromo inh	G9a block	BAZ2B block	RGS4 inh	12-LOX inh	GLS inhibitor
CCn1c(=O)cc(OCC(=O)NCCC(C)C)c2ccccc21	-2.8%	2.3%	-2.0	47.0%[activator]	-20.6%	10.6%	-1.8%	-10.8%	0.5%
CN(c1ccc(O)cc1)c1nc(-c2ccccc2)cs1	-24.0%	0.5%	1.4	-7.9%	?	50.1µM*	-20.6%	?	2.5%

The listing (from the top)
molecule	JMJD2A Tudor inh	ERG Ets-DNA blk	PI4K2A inh	HP1b chromo inh	G9a block	BAZ2B block	RGS4 inh	12-LOX inh	GLS inhibitor
CCn1c(=O)cc(OCC(=O)NCCC(C)C)c2ccccc21	-2.8%	2.3%	-2.0	47.0%[activator]	-20.6%	10.6%	-1.8%	-10.8%	0.5%
CN(c1ccc(O)cc1)c1nc(-c2ccccc2)cs1	-24.0%	0.5%	1.4	-7.9%	?	50.1µM*	-20.6%	?	2.5%
CCOc1ccc(CN2CCN(Cc3[nH]c4ccccc4c3C)CC2CCO)cc1 (stereo not drawn)	?	15.1%	-0.6	-8.6%	6.1%[12.7 µM]	?	3.8%	-26.8%	16.3%
Cc1cccc(C(=O)OCC(=O)c2ccc3c(c2)NC(=O)CO3)c1	-0.7%	/	-2.8	32.4%	/	/	-15.9%	3.1%	2.7%
N#C/C(=C\c1ccc[nH]1)C(=O)Nc1ccccc1F	-15.9%	-14.6%	1.8	31.2%	/	-4.7%	-4.1%	-22.6%	-2.1%
O=C(O)C1CCCCC1C(=O)Nc1ccccc1Cl (stereo not drawn)	-10.0%	-1.8%	-0.8	53.5%[activator]	8.7%	3.7%	8.5%	-8.4%	-5.0%
CCN(c1ccc(OC)cc1)S(=O)(=O)c1nnc(NC(=O)C2CCCCC2)s1	-23.4%	5.3%	-2.2	36.6%[activator]	-9.4%	-9.6%	-6.8%	4.8%	1.2%
COc1ccc(CN(C)C(=O)c2ccc(NS(=O)(=O)c3ccc(F)cc3)cc2)c(OC)c1OC	-16.0%	2.9%	-4.1	9.6%	16.5%	-34.8%	-15.4%	-2.1%	0.0%
Cc1cccc(-n2c(SCC(=O)Nc3ccc4c(c3)OCO4)nnc2-c2ccoc2C)c1	-9.0%	-1.9%	1.6	6.9%	-0.4%	-1.2%	-13.0%	-25.1%	11.8%
Cc1c(NC(=O)c2cccc(NC(=O)Cc3ccc(F)cc3)c2)c(=O)n(-c2ccccc2)n1C	-0.8%	-6.4%	2.5	36.8%	?	8.3%	-7.7%	-4.4%	0.6%
Nc1c(N(CCC2=CCCCC2)C(=O)Cc2ccc(F)cc2)c(=O)[nH]c(=O)n1Cc1ccccc1	-0.7%	-1.3%	0.2	39.3%[activator]	?	-0.8%	5.4%	-27.4%	-4.1%
Cc1nn(-c2ccccc2)c(Cl)c1CN(C(=O)CCl)c1ccc(Cl)cc1	0.0%	/	24.7	40.1%[activator]	?	2.7%	-18.9%	?	4.9%
Cc1ccccc1-n1c(C)n[nH]c1=S	20µM*	/	-5.0	-3.7%	22.4µM*	8.9%[57.1 µM]	-8.1%	?	66.7%[activator]
COc1ccc(NC(=O)CCCc2ccc(OC)c(C)c2)cc1	5.4%	-4.8%	-2.1	47.3%[activator]	/	-5.4%	-8.2%	17.3%	-1.0%
COc1ccc(CNC(=O)Cc2c(C)c3cc4c(C)coc4c(C)c3oc2=O)cc1	-7.2%	-1.3%	-1.0	54.5%[activator]	0.2%[59 µM]	-2.6%	-9.4%	?	-0.8%
CC(C)COc1ccc(/C=C2/Sc3ccccc3C2=O)cc1	-9.3%	-19.4%	-6.3	23.9%	37.8%[59 µM]	-22.6%	-25.5%	26.3%	-3.8%
CC(=O)N1CCOc2ccc(S(=O)(=O)N3CCC(C(=O)NCc4ccc(C)cc4)CC3)cc21	-7.5%	-1.4%	-6.9	24.9%	/	-6.1%	-5.4%	20.1%	4.4%
O=S(=O)(Cc1ccccc1)C(CCCc1ccccc1)S(=O)(=O)Cc1ccccc1	4.2%	/	-2.9	67.9%[activator]	/	/	8.8%	5.5%	-2.2%
O=C(CCc1nc2cccnc2n1Cc1ccccc1)NCCc1ccc(Cl)cc1	-10.4%	4.5%	-1.0	34.4%	6.2%	-0.5%	-22.1%	-5.8%	3.9%
Cc1coc2c1C(=O)C(=O)c1c-2ccc2c(C)cccc12	35.5µM*	1.9%	?	?	?	35.5µM*	-50.8%	?	4.8%
CCN(C(=O)c1cn(-c2cccc(OC)c2)c(=O)c2ccccc12)c1ccccc1C	-11.5%	-12.0%	4.2	15.7%	-4.0%[59 µM]	3.7%	-2.4%	-16.6%	4.1%
CCN1CCN(C(=O)c2cc3cc(F)ccc3[nH]2)CC1	-14.2%	-5.7%	-2.9	16.4%	-31.0%	-11.6%	23.1%	295.5%[activator]	-12.2%
S=c1[nH]nc(-c2cccnc2)n1Cc1ccccc1	8.91µM*	-11.3%	-3.0	11.1%	1.26µM*	-4.9%	-40.1%	?	-8.4%
CCN(CC)C(=O)C(=O)c1cccn1-c1ccc(C#N)cc1	-8.9%	5.9%	-3.9	61.3%[activator]	/	3.0%	10.2%	-10.4%	-5.6%
CC12COC3(C(=O)NCCc4ccccc4)CC1CCC32C (stereo not drawn)	-9.2%	1.2%	9.9	16.1%	-0.6%[59 µM]	5.9%	6.0%	14.4%	5.5%
O=C(NCC(c1cccs1)S(=O)(=O)c1cccs1)c1ccc(F)c(F)c1 (stereo not drawn)	-14.0%	2.5%	-3.9	11.3%	5.9%[59 µM]	2.3%	19.5%	0.0%	0.3%
CCCn1c(N)c(C(=O)CSc2nnc(N)s2)c(=O)[nH]c1=O	-5.8%	8.9%	-3.9	40.5%[activator]	-22.9%[12.7 µM]	14.1%	23.3%	?	1.5%
O=C(CSc1nc2c(sc3ccccc32)c(=O)n1CCO)NCc1ccco1	4.0%	0.3%	-12.1	5.1%	-6.0%	?	17.2%	-26.4%	-1.9%
O=C(CCN1C(=O)/C(=C/c2ccc(F)cc2)SC1=S)NNC(=O)c1ccncc1	-21.1%	23.9%	-3.9	23.1%	9.8%	-3.6%	-31.9%	8.5%	4.5%
Cc1ccccc1NC(=O)c1c(NC(=O)c2ccco2)sc2c1CCC(C(C)(C)C)C2 (stereo not drawn)	-4.2%	-2.6%	2.4	16.8%	?	3.8%	-41.5%	?	-6.7%
COc1ccc(/C=C/CN2CCCC(C(=O)c3cc(F)ccc3F)C2)cc1 (stereo not drawn)	-19.6%	?	3.2	2.3%	/	-8.8%	-15.8%	-5.9%	-7.6%
COc1cc(C2CC(=O)Oc3c(C(CCN4CCN(c5ccccc5)CC4)c4ccc(N(C)C)cc4)c(OC)cc(OC)c32)cc(OC)c1OC (stereo not drawn)	8.91µM*	-2.4%	3.5	?	?	7.94µM*	10.8%&-30.4%	-0.9%	15.9%
Cc1ccc(-c2noc(-c3ccc(N4CCC(C)CC4)c([N+](=O)[O-])c3)n2)cc1	-8.6%	-4.1%	2.8	45.6%[activator]	-25.0%[59 µM]	-10.2%	-11.0%	-9.6%	-3.2%
c1ccc(-c2nnn(C34CC5CC(CC(C5)C3)C4)n2)cc1	45.9%[activator]	-5.6%	-2.5	95.3%[activator]	19.4%[59 µM]	45.4%[activator]	-12.9%	-4.0%	-2.2%
CCC(C)(C)C1CCC2(CC1)NC(=O)N(CC(=O)N(C)Cc1ccc3c(c1)OCCO3)C2=O (stereo not drawn)	-2.4%	5.9%	1.6	32.3%	13.1%[59 µM]	0.5%	-5.6%	0.0%	-5.8%
CCOC(=O)c1sc(-c2ccccc2)nc1C	68.7%[activator]	-6.4%	4.9	157.4%[activator]	48.7%[12.7 µM]	30.1%	-20.0%	3.9%	2.3%
COC(=O)c1cc(=O)n2c(-c3ccccc3)csc2n1	-5.0%	-2.4%	2.3	21.3%	20.0%	7.5%	-6.2%	-22.2%	6.2%
COc1ccc(OC)c(NC(=O)c2c(NCc3ccc(C)o3)sc3c2CCCCC3)c1	35.5µM*	-8.1%	-26.1	?	1.58µM*	-36.7%	?	?	-24.6%
NS(=O)(=O)c1cc2c(cc1Cl)NC(Cc1ccccc1)NS2(=O)=O (stereo not drawn)	-19.2%	-2.2%	-0.2	19.1%	19.2%	2.3%	17.6%	-4.0%	-3.0%
NC(=O)CSc1nc(-c2ccccc2)nc2ccccc12	-6.4%	10.7%	0.5	57.3%[activator]	-7.9%[2.33 µM]	-7.0%	17.0%	-1.2%	-5.1%
